High-throughput results (PubChem BioAssay)
PKA-R2B activ = activators of human PKA-R2B complex | P22694+P31323 | PKA-R2B holoenzyme dissociation, Cy5-IP20 fluorescence polarization; R2B truncated from residue 108, S112A mutant; 0% DMSO only, 100% 113 µM cGMP | activation, % at 11.4 µM | hit rate 0.079% among 340,000 | AID 504700;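 active = activation above a cutoff set at the mean over all compounds plus 3 SD, cut at about 18% in these data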;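 note: higher means more holoenzyme dissociation and a rise in polarization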
Target sequence (P31323 whole entry, looked up, other chains not shown, the tested form may be a part): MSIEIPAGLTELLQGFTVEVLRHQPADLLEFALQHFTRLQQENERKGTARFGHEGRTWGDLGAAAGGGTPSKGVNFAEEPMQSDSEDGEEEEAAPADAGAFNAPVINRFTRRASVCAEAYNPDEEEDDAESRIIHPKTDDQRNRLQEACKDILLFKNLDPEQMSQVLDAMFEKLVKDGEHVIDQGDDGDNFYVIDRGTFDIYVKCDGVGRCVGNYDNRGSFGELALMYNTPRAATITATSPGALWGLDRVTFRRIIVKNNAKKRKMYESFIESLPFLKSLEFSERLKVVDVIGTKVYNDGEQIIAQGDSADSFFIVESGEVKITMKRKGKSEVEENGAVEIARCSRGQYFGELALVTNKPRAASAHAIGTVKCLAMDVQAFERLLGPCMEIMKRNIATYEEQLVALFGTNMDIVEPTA
CAL PDZ FP-1 = inhibitors of human CAL PDZ peptide binding | purified CAL PDZ, TMR-peptide fluorescence polarization, 1 h | inhibition, % at 24.9 µM | hit rate 0.92% among 300,000 | AID 602252;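 active = mean inhibition of at least 30% with at least half of replicates also reaching 30%; inconclusive = no clear call, values can overlap the other calls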;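 note: 0% = DMSO neutral control and 100% = excess unlabeled competitor peptide PRC23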
C-LANA FP = inhibitors of KSHV LANA C-terminal domain DNA binding; MBP-C-LANA/FAM-LBS DNA binding, fluorescence polarization; inhibition, % at 9 µM; hit rate 0.078% among 340,000;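 active = highest replicate inhibition at or above 60% at 9 µM, even if other replicates fall short; inactive = all replicates below 60% inhibition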;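 note: 0% = neutral control wells and 100% = 4 µM acridine orange control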
DAGLB inhibitor = blocks human DAGLB lipase activity | hit rate 0.059% among 340,000 | inhibition, % at 5.17 µM | Q8NCG7 | HEK293T DAGLB membrane lysate, EnzChek fluorogenic substrate; in the data active = inhibition above about 34%;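 note: 0% = enzyme with vehicle and 100% = wells lacking enzyme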
SR-BI uptake up = enhances SR-BI lipid uptake from DiI-HDL | CHO ldlA[mSR-BI] cells, DiI-HDL uptake fluorescence, 3 h; 100 = double the neutral-control signal | activation, % at 12.5 µM | hit rate 0.096% among 320,000 | AID 504775;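 active = mean replicate activation of at least 60% and every replicate at or above 60%; inconclusive = mean or all-replicate condition met, but not both; inactive = mean below 60% and not all replicates reaching 60%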;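 note: 0% = median plate neutral-control signal and 100% = twice that signal; values of inactives mirror those of a sister screen read the other way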
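Material: SR-BI-overexpressing, LDLR-lacking CHO cells | Dosing: Single compound concentration, delivered by pin transfer | Probe or stimulus: Labelled HDL, 10 µg/mL | Signal: Bottom-read cell fluorescence after medium removal, ex 550/em 595 nm | Schedule: 3 h, 37 °C | Evaluation: HDL uptake via cellular fluorescence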
RTF Ca sens inh = cardiac RTF calcium desensitization. IANBD-labeled cardiac RTF, Ca2+ fluorescence. P19429+P45379. AID 493244. hit rate 0.12% among 340,000. inhibition, % at 7.15 µM;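 active = inhibition above the mean inhibition of all tested compounds plus 3 SD, cut at about 17% in these data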;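 note: assay run at fixed EC70 calcium of 1.6 mM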
Rtt109 Vps75 = blocks Candida albicans Rtt109/Vps75 acetyltransferase activity; hit rate 0.16% among 330,000; AID 540336; Q5AAJ8; inhibition, % at 34.9 µM; purified Rtt109/Vps75, ThioGlo CoA-SH fluorescence, 4 h;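 active = inhibition of at least 50% in every replicate; inconclusive = best replicate reaches 50% inhibition but some replicates fall short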
Target sequence (Q5AAJ8 whole entry, looked up): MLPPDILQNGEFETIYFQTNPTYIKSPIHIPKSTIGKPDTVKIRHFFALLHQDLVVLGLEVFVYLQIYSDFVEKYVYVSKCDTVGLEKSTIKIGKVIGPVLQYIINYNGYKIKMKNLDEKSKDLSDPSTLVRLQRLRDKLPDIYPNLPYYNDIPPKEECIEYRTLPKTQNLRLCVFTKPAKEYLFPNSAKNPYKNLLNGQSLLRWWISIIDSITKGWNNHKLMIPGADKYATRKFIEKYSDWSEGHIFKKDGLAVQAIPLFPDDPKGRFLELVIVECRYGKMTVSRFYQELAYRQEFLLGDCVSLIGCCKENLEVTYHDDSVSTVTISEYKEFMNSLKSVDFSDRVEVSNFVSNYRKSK
Keap1-Nrf2 PPI = Keap1-Nrf2 (human) interaction inhibition; Q14145; Keap1 Kelch-Nrf2 peptide fluorescence polarization, 1536-well; inhibition, % at 9.4 µM; hit rate 0.15% among 340,000; AID 504523; in the data active = inhibition above about 12%; inconclusive = no clear call, values can overlap the other calls; inactive = below about 7.3%;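 note: human Keap1 Kelch domain with fluorescein labeled Nrf2 9mer peptide probe; 0% = neutral control wells and 100% = peptide positive control; higher means more block of Keap1 binding to Nrf2 peptide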
CAL PDZ FP-2 = inhibitors of human CAL PDZ peptide binding; Q9HD26; purified CAL PDZ, TMR-peptide fluorescence polarization, 1 h; AID 504414; inhibition, % at 20 µM; hit rate 0.02% among 330,000;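 active = highest replicate inhibition of at least 40%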;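 note: plate controls were DMSO neutral control wells for no effect and unlabeled competitor peptide control wells for full effect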
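System: tagged CAL PDZ domain. Schedule: 1 h room-temperature incubation prior to read. Signal: fluorescence polarization (mP). Measure: percent inhibition from loss of millipolarization.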
cardiac RTF act = cardiac RTF calcium sensitization | P19429+P45379 | IANBD-labeled TnC RTF fluorescence at EC20 calcium; 0% EC20 calcium, 100% full calcium | activation, % at 7.2 µM | hit rate 0.24% among 340,000;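 active = activation above the mean over all tested compounds plus 3 SD, cut at about 30% in these data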;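 note: rise in fluorescence read as greater calcium sensitivity of cardiac thin filaments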
An asterisk follows results filed as active. Rows are unselected; about 1.6% have a hit in one of these screens.

COc1cccc(NC(=O)Nc2cccn(Cc3ccc(C)cc3)c2=O)c1 was read as PKA-R2B activ -3.6, CAL PDZ FP-1 -4.5, C-LANA FP -1.0, DAGLB inhibitor 3.8, SR-BI uptake up -41.7, RTF Ca sens inh -8.6, Rtt109 Vps75 11.6, Keap1-Nrf2 PPI -6.0, CAL PDZ FP-2 -2.1 and cardiac RTF act -1.8.
`CN(C)CCCN(C(=O)c1ccc(S(=O)(=O)N(C)C)cc1)c1nc2cc3c(cc2s1)OCO3` gave PKA-R2B activ 8.5, CAL PDZ FP-1 -3.3, C-LANA FP -1.3, DAGLB inhibitor -0.3, SR-BI uptake up 7.6, RTF Ca sens inh 10.8, Keap1-Nrf2 PPI 1.2, CAL PDZ FP-2 -2.1 and cardiac RTF act -0.4.
Screening CCOC(=O)c1[nH]cnc1C(=O)Nc1ccc([N+](=O)[O-])cc1 returned PKA-R2B activ -0.2, CAL PDZ FP-1 -3.6, C-LANA FP -2.6, DAGLB inhibitor -2.2, SR-BI uptake up -17.5, RTF Ca sens inh -0.9, Rtt109 Vps75 7.5, Keap1-Nrf2 PPI -2.0, CAL PDZ FP-2 -0.5 and cardiac RTF act -5.0.
`Oc1ccc[n+](CC(O)c2ccccc2)c1` (centres undefined) gave PKA-R2B activ -3.8, CAL PDZ FP-1 -2.4, C-LANA FP -1.4, DAGLB inhibitor -0.5, SR-BI uptake up 13.0, RTF Ca sens inh 11.2, Rtt109 Vps75 inconclusive, Keap1-Nrf2 PPI -4.4, CAL PDZ FP-2 -0.2 and cardiac RTF act 2.0.
For COc1cccc(NC(=O)C2CCCN(S(C)(=O)=O)C2)c1 (centres undefined) the results were PKA-R2B activ -0.5, CAL PDZ FP-1 -1.8, C-LANA FP -0.5, DAGLB inhibitor -0.8, SR-BI uptake up 13.2, RTF Ca sens inh 2.1, Rtt109 Vps75 0.2, Keap1-Nrf2 PPI -3.6, CAL PDZ FP-2 0.9 and cardiac RTF act 2.0.
For COC(=O)C1=C(CSc2nc3c(cc2C#N)CN(C)CC3)OC(N)=C(C#N)C1c1ccc(F)cc1 (centres undefined) the results were PKA-R2B activ 3.2, CAL PDZ FP-1 -3.8, C-LANA FP 6.2, DAGLB inhibitor 3.9, SR-BI uptake up 20.6, RTF Ca sens inh -32.1, Rtt109 Vps75 0.7, Keap1-Nrf2 PPI 5.8, CAL PDZ FP-2 -1.4 and cardiac RTF act 23.4.
For CCOC(=O)c1c(C)[nH]c(C(=O)CN(C)CC(=O)Nc2ccccc2C(F)(F)F)c1C the results were PKA-R2B activ 2.3, C-LANA FP -1.5, DAGLB inhibitor -4.3, SR-BI uptake up 11.5, RTF Ca sens inh -3.3, Rtt109 Vps75 -7.1, Keap1-Nrf2 PPI 2.4, CAL PDZ FP-2 0.1 and cardiac RTF act 2.6.
`CC(NC(=O)CN(C)S(=O)(=O)c1ccc(Br)s1)c1ccccc1` (centres undefined) gave PKA-R2B activ 7.0, CAL PDZ FP-1 -0.6, C-LANA FP 0.1, DAGLB inhibitor 2.0, RTF Ca sens inh -6.5, Rtt109 Vps75 4.0, Keap1-Nrf2 PPI 0.2, CAL PDZ FP-2 -2.2 and cardiac RTF act 0.0.
`O=C1NN(c2ccccc2)C(=O)/C1=C\c1ccc2c(c1)OCO2` gave PKA-R2B activ 10.7, CAL PDZ FP-1 -0.9, C-LANA FP 1.3, DAGLB inhibitor 1.7, SR-BI uptake up -15.2, RTF Ca sens inh 2.0, Rtt109 Vps75 -0.3, Keap1-Nrf2 PPI 0.9, CAL PDZ FP-2 0.3 and cardiac RTF act -1.6.
Screening C=CCN1C(=NC(=O)CCC)SC2CS(=O)(=O)CC21 (centres undefined) returned PKA-R2B activ 4.7, CAL PDZ FP-1 -1.9, C-LANA FP -1.0, DAGLB inhibitor 0.6, SR-BI uptake up 14.2, RTF Ca sens inh -4.4, Rtt109 Vps75 6.0, Keap1-Nrf2 PPI -4.7, CAL PDZ FP-2 -1.8 and cardiac RTF act 1.8.
Cc1nc2c(-c3ccc(F)cc3)c(C)nn2c(C)c1CCC(=O)N1CCN(c2ccccn2)CC1 was read as PKA-R2B activ 2.5, CAL PDZ FP-1 -5.4, C-LANA FP -1.5, DAGLB inhibitor 5.9, SR-BI uptake up -1.2, RTF Ca sens inh -0.4, Rtt109 Vps75 -6.4, Keap1-Nrf2 PPI -2.8, CAL PDZ FP-2 -0.8 and cardiac RTF act 14.9.
For OC(CSc1ccc(F)cc1)CN1CCN(c2ccccc2)CC1 (centres undefined) the results were PKA-R2B activ 5.7, CAL PDZ FP-1 2.4, C-LANA FP -0.9, DAGLB inhibitor -5.5, SR-BI uptake up 15.5, RTF Ca sens inh -12.2, Rtt109 Vps75 -5.1, Keap1-Nrf2 PPI -3.5, CAL PDZ FP-2 -0.2 and cardiac RTF act 1.1.
Screening CCOc1cc(CNCc2cc(OC)cc(OC)c2)ccc1OC returned PKA-R2B activ -8.1, CAL PDZ FP-1 -6.4, C-LANA FP 2.9, DAGLB inhibitor 3.6, SR-BI uptake up 9.9, RTF Ca sens inh -2.4, Rtt109 Vps75 8.7, Keap1-Nrf2 PPI -2.4, CAL PDZ FP-2 0.2 and cardiac RTF act -1.5.
COC(CNC(=O)Cn1nc(Cc2ccncc2)c2ccccc2c1=O)OC was read as PKA-R2B activ -7.7, CAL PDZ FP-1 -2.7, C-LANA FP -1.2, DAGLB inhibitor -0.5, SR-BI uptake up 5.8, RTF Ca sens inh -2.9, Rtt109 Vps75 -17.4, Keap1-Nrf2 PPI -2.9, CAL PDZ FP-2 -0.8 and cardiac RTF act -2.4.
`CCCn1c(=O)c2ccccc2n2c(SCCOc3ccccc3)nnc12` gave PKA-R2B activ -14.7, CAL PDZ FP-1 3.5, C-LANA FP 0.0, DAGLB inhibitor -7.3, SR-BI uptake up 15.0, RTF Ca sens inh -0.3, Rtt109 Vps75 -2.4, Keap1-Nrf2 PPI 10.0, CAL PDZ FP-2 0.1 and cardiac RTF act -0.9.
`Clc1ccc(-c2nnc3n2-c2ccccc2SC3)cc1` gave PKA-R2B activ -2.4, CAL PDZ FP-1 4.1, C-LANA FP 0.0, DAGLB inhibitor -3.3, SR-BI uptake up -4.8, RTF Ca sens inh -4.2, Rtt109 Vps75 -2.4, Keap1-Nrf2 PPI -0.2, CAL PDZ FP-2 -0.4 and cardiac RTF act -5.2.
`O=C(O)CSCc1cnn(-c2ccccc2)c1-n1cccc1` gave PKA-R2B activ 6.7, C-LANA FP 1.1, DAGLB inhibitor -2.9, SR-BI uptake up -3.2, RTF Ca sens inh -8.0, Rtt109 Vps75 3.5, Keap1-Nrf2 PPI 0.9, CAL PDZ FP-2 -0.6 and cardiac RTF act -0.7.
For CCOC(=O)N1CCC(C(=O)Nc2ccc(OCC)cc2)CC1 the results were PKA-R2B activ 6.1, C-LANA FP 0.2, DAGLB inhibitor -1.1, SR-BI uptake up -15.2, RTF Ca sens inh 0.3, Rtt109 Vps75 -4.0, Keap1-Nrf2 PPI -3.0, CAL PDZ FP-2 -0.4 and cardiac RTF act 0.3.
CCCCNC1=NCCS1 was read as PKA-R2B activ 0.2, CAL PDZ FP-1 -3.9, C-LANA FP 0.4, DAGLB inhibitor -0.8, SR-BI uptake up 10.0, RTF Ca sens inh -4.0, Rtt109 Vps75 -2.6, Keap1-Nrf2 PPI 0.0, CAL PDZ FP-2 0.9 and cardiac RTF act -1.8.
Screening O=C(COc1ccc2ccccc2c1Br)Nn1cnnc1 returned PKA-R2B activ -9.0, CAL PDZ FP-1 -1.5, C-LANA FP -0.1, DAGLB inhibitor 0.2, SR-BI uptake up 16.4, RTF Ca sens inh -2.1, Rtt109 Vps75 14.1, Keap1-Nrf2 PPI -2.4 and cardiac RTF act -0.3.
Screening O=C(NCCOc1ccccc1)C1CCC(=O)N(Cc2ccc(Cl)cc2)C1 (centres undefined) returned PKA-R2B activ 2.4, CAL PDZ FP-1 -2.8, C-LANA FP -1.7, DAGLB inhibitor -2.9, RTF Ca sens inh 6.5, Rtt109 Vps75 -1.7, Keap1-Nrf2 PPI -1.9, CAL PDZ FP-2 -0.3 and cardiac RTF act -0.8.
For COC(=O)c1sc2nc(-c3ccccc3)nc(N3CCN(C)CC3)c2c1C the results were PKA-R2B activ -10.0, CAL PDZ FP-1 -1.9, C-LANA FP 0.5, DAGLB inhibitor -3.1, SR-BI uptake up -25.7, RTF Ca sens inh 2.4, Rtt109 Vps75 -3.3, Keap1-Nrf2 PPI -7.9, CAL PDZ FP-2 -2.6 and cardiac RTF act -7.8.
`CC1CCCC(NC(=O)C2CCN(S(=O)(=O)N3CCCCCC3)CC2)C1C` (centres undefined) gave PKA-R2B activ -1.7, C-LANA FP -0.7, DAGLB inhibitor 0.1, SR-BI uptake up -15.7, RTF Ca sens inh -4.2, Rtt109 Vps75 -8.9, Keap1-Nrf2 PPI -4.3, CAL PDZ FP-2 0.0 and cardiac RTF act -7.1.
`COc1ccccc1N1CC(C(=O)OCc2nc(N)nc(Nc3ccccc3)n2)CC1=O` (centres undefined) gave PKA-R2B activ -13.0, C-LANA FP 1.2, DAGLB inhibitor 0.3, SR-BI uptake up 8.2, RTF Ca sens inh 0.8, Rtt109 Vps75 15.0, Keap1-Nrf2 PPI -1.3, CAL PDZ FP-2 -1.6 and cardiac RTF act 0.1.
For CCS(=O)(=O)N1CCC(C(=O)Nc2cc(C)ccc2O)CC1 the results were PKA-R2B activ 2.9, CAL PDZ FP-1 -1.9, C-LANA FP -0.6, DAGLB inhibitor 2.9, SR-BI uptake up 13.8, RTF Ca sens inh -12.8, Rtt109 Vps75 -14.1, Keap1-Nrf2 PPI -1.6, CAL PDZ FP-2 -2.5 and cardiac RTF act -1.1.
For CC(Sc1nnc(-c2ccco2)n1N)C(=O)NCC1CCCO1 (centres undefined) the results were PKA-R2B activ -6.4, CAL PDZ FP-1 -3.7, C-LANA FP -4.6, DAGLB inhibitor -6.1, SR-BI uptake up 9.7, RTF Ca sens inh -5.5, Rtt109 Vps75 -3.1, Keap1-Nrf2 PPI 2.6, CAL PDZ FP-2 0.0 and cardiac RTF act 1.7.
Screening Cc1oncc1C(=O)NC(C)C returned PKA-R2B activ -3.2, CAL PDZ FP-1 -3.5, C-LANA FP -1.5, DAGLB inhibitor -1.8, SR-BI uptake up 8.8, RTF Ca sens inh -9.1, Rtt109 Vps75 -3.9, Keap1-Nrf2 PPI 1.5, CAL PDZ FP-2 -1.9 and cardiac RTF act 1.5.
